Bioassay records (PubChem)
OXTR ag = human OXTR agonism | CHO-OTR cells, Fluo-8 calcium fluorescence; normalized: DMSO 0%, oxytocin 100% | P30559 | activation, % at 3 µM | 320,000 tested, 0.32% active;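 active = activation above the mean of all tested compounds plus 3 SD, cutoff set per screening run, cut at about 20% in these data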;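 note: peak over basal fluorescence ratio from a 100 s FLIPR kinetic read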
Target sequence (P30559 whole entry, looked up): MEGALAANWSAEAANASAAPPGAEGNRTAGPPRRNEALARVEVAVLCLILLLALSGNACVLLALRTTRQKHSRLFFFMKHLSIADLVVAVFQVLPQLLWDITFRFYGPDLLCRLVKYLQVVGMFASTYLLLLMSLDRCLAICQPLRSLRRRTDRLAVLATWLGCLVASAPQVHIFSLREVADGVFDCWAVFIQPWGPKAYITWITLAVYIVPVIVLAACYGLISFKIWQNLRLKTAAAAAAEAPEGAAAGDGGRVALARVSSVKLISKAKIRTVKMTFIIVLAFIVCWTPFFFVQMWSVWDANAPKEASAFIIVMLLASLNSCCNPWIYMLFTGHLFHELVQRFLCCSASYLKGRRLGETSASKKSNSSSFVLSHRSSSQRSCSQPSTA
CHRM1 agonist = agonists of human M1 muscarinic receptor; P11229; CHO-K1 hM1, Fluo-8 calcium fluorescence, agonist mode; 0% DMSO, 100% acetylcholine EC100; activation, % at 3 µM; 360,000 tested, 0.33% active;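 active = activation above the run's mean compound activation plus 3 SD, cut at about 16% in these data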;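 note: peak over basal fluorescence ratio within a 140 s kinetic read after compound addition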
Target sequence (P11229 whole entry, looked up): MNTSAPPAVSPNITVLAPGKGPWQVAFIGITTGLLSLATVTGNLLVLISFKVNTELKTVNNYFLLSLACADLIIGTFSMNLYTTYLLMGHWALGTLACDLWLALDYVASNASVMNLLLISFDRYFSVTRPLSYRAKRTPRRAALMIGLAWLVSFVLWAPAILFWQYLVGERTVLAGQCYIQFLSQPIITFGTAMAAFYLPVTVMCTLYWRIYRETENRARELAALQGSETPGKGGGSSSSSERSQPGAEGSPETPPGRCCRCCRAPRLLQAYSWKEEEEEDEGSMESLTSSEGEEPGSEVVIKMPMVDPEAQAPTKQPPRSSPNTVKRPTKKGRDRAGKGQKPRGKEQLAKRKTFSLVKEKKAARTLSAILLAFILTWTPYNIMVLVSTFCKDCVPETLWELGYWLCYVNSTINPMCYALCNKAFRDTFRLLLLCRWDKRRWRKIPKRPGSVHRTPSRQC
V1R ag counter = activates human V1a receptor in oxytocin agonist counter-screen. CHO-V1R cells, Fluo-8 calcium fluorescence, agonist mode; 0% DMSO, 100% 3 nM vasopressin. activation, % at 3 µM. AID 2797. 320,000 tested, 0.25% active. P37288;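 active = activation above the mean activation of all tested compounds plus 3 SD, per screening run, cut at about 20% in these data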;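 note: signal is peak over basal fluorescence ratio across a 100 second FLIPR read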
M1 PAM = human CHRM1 positive allosteric modulation | activation, % at 3 µM | 360,000 tested, 0.088% active | CHO-K1 hM1, Fluo-8 calcium fluorescence, ACh EC20; 0% = ACh EC20, 100% = maximal ACh | P11229; in the data active = activation above about 19%, passing the limit was not always enough
CHO parental Ca = counter-screen: ATP calcium response change in parental CHO cells | parental CHO-K1, ATP-induced calcium, Fluo-8 fluorescence | inhibition, % at 5.6 µM | 330,000 tested, 0.63% active | AID 463079;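 active = inhibition above that plate's mean sample inhibition plus 3 SD, cut at about 26% in these data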;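 note: 0% = ATP-challenged DMSO wells and 100% = DMSO wells without ATP; some compounds past the cut are filed as inactive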
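Test system: parental CHO cells; detection: calcium-sensitive Fluo-8 fluorescence; evaluation: percent inhibition of calcium signal; also added: ATP as calcium-mobilizing challenge; repeats: one well per compound; control set: ATP-challenged DMSO wells low, unchallenged DMSO wells high; compound: single nominal dose of 5.6 µM per compound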
TAAR1 ag = human TAAR1 agonism; Q96RJ0; CHO RD-HGA16 TAAR1, Fluo-8 calcium fluorescence; vehicle wells 0%, saturating PEA agonist 100%; activation, % at 3 µM; 360,000 tested, 0.99% active;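 active = activation above the mean activation of all test compounds in the run plus 3 SD, cut at about 38% in these data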
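Assay system: CHO-derived RD-HGA16 cells with stable Gα16 and human TAAR1; timing: 17-24 h seeding, 75 min 37 °C dye, 30 min RT; read-out: % activation from peak over basal fluorescence ratio, DMSO-to-PEA scaled; measured by: kinetic Fluo-8 calcium fluorescence; benchmarks: low control DMSO, high control PEA (EC100); doses: 3 µM single concentration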
M1 antag = antagonists of human M1 muscarinic receptor; P11229; CHO-K1 hM1, Fluo-8 calcium fluorescence, ACh EC80 antagonist; inhibition, % at 3 µM; 360,000 tested, 1.3% active; AID 588852;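 active = percent inhibition above its own plate's cutoff, namely the mean of that plate's compound wells plus 3 SD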;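 note: peak over basal fluorescence ratio during 140 s after agonist addition; 0% = ACh EC80 plus DMSO and 100% = DMSO alone without agonist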
OXTR potentiator = potentiates the human oxytocin receptor response. P30559. CHO-OTR cells, Fluo-8 calcium fluorescence, potentiator mode; 0% = oxytocin EC15, 100% = EC100. activation, % at 3 µM. 320,000 tested, 0.061% active;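 active = activation above that plate's cutoff, the mean activation of tested compounds plus 3 SD, cut at about 6.6% in these data, passing the limit was not always enough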;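 note: 100% uses oxytocin at 75 nM as the full agonist control; some results filed as inactive read as strong as hits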
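Material: CHO-OTR cells, human receptor; compound dosing: single dose, 3.0 µM nominal final compound concentration; schedule: 6 min compound pre-incubation at room temperature, 100 s kinetic read; measured by: kinetic Fluo-8 calcium fluorescence; read-out basis: % activation vs EC15 and EC100 oxytocin; controls: EC15 oxytocin alone as 0%, 75 nM oxytocin as 100%; replicates: singlicate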
TAAR1 antagonist = antagonists of human TAAR1. Q96RJ0. CHO RD-HGA16 TAAR1, Fluo-8 calcium fluorescence, antagonist. inhibition, % at 3 µM. 360,000 tested, 1.5% active;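 active = inhibition above a per-plate cutoff, the mean inhibition of test compounds on that plate plus 3 SD, cut at about 49% in these data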;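 note: 0% = DMSO plus EC80 beta-PEA response and 100% = DMSO alone without agonist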
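Material: CHO RD-HGA16 cells bearing hTAAR1; compound dosing: one-point dosing, 3 µM nominal final; schedule: dye loading 75 min at 37 °C, then 30 min room temperature; measured by: calcium fluorescence with Fluo-8; control set: vehicle and agonist controls; replication: n of 1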
* marks the source's active call; other numbers are inactive results; nt = no result given.

SMILES	OXTR ag	CHRM1 agonist	V1R ag counter	M1 PAM	CHO parental Ca	TAAR1 ag	M1 antag	OXTR potentiator	TAAR1 antagonist
Cc1ccccc1NC(=O)CSc1nnc(NC(=O)c2ccco2)s1	0.3	1.0	0.6	15.1	8.1	1.6	-8.6	-7.4	-11.9
N#Cc1ccc(CSc2nnc(-c3ccccn3)n2-c2ccc(Cl)cc2)cc1	-0.9	-0.3	-0.5	4.1	-24.2	6.7	3.7	-22.3	-5.8
O=C1NC(c2ccco2)Nc2ccccc21 (configuration not stated)	0.3	-0.6	1.0	-2.3	-14.4	5.4	-19.7	1.7	7.0
CCOC(=O)[C@@H]1[C@H]2COc3ccc(Br)cc3[C@H]2N2C(=O)N(c3ccc(C)cc3)C(=O)[C@]12C	0.3	-2.2	0.9	0.8	-20.6	10.1	0.9	0.5	-4.3
N#CCCN(CCC#N)C(=O)c1ccc2c(c1)OCO2	0.7	-5.5	0.9	2.6	0.2	8.6	-5.0	1.4	-13.9
Fc1ccc(-c2ccc3c(c2)C2CC3CCN2)cc1 (configuration not stated)	nt	-4.3	nt	-30.0	nt	12.7	39.3*	nt	7.4
O=C(NCC1CCCO1)c1cccc(N2CCCC2=O)c1 (configuration not stated)	1.5	-1.3	0.8	4.5	-9.9	5.8	-12.2	-3.7	-1.4
O=C(c1cccc(S(=O)(=O)NCc2ccccc2)c1)N1CCCCC1	-0.3	-1.1	0.2	3.6	-16.2	1.8	-2.4	-1.5	-9.8
O=C(CCNS(=O)(=O)c1ccccc1C(F)(F)F)N1CCN(c2ccccc2O)CC1	1.2	-1.0	0.8	-1.1	16.6	2.5	-2.1	-3.7	7.6
CCCCC(=O)C1CCN(Cc2ccccc2)CC1	-0.6	-7.8	-0.9	-6.0	-22.0	4.9	-14.5	-3.9	9.4
COc1ccc(/C=C2/Sc3ccc(C(=O)N4CCOCC4)cc3NC2=O)cc1OC	0.1	0.3	0.6	4.3	-10.6	1.6	-3.7	-1.0	-7.8
CCOC(=O)N1CCC(NC(=O)CS(=O)(=O)Cc2nc(-c3ccccc3C)oc2C)CC1	1.9	-1.5	4.2	-12.0	-18.9	1.6	14.6	-2.7	-10.4
OC(c1ccccc1)(c1ccccc1)C1CCN(C(=S)NCCc2ccccc2)CC1	2.1	-12.7	1.7	4.6	-14.5	7.7	-6.2	1.5	-5.5
O=C(O)c1cc2ccc3cccc4ccc(c1)c2c34	-0.1	-0.8	0.8	10.2	-7.3	7.0	-17.1	-14.8	-4.5
Cc1c(N2C(=O)C3C4C=CC(C4)C3C2=O)c(=O)n(-c2ccccc2)n1C (configuration not stated)	0.0	1.8	1.6	17.6	-3.1	1.9	-16.7	-1.6	-9.3
COc1ccc(C(CCN2CCOCC2)c2c(OC)cc(OC)c3c(C)cc(=O)oc23)cc1 (configuration not stated)	2.3	-2.1	2.5	9.8	-15.1	3.4	-4.0	-7.0	0.2
COc1ccc2c(=O)c(Oc3ccc(C(=O)O)cc3)c(C(F)(F)F)oc2c1	2.8	-2.9	1.3	5.4	-2.0	0.1	10.3	-8.5	10.0
N#C/C(=C/c1cc(Br)cs1)C(=O)NCC1CCCO1 (configuration not stated)	3.4	-0.7	0.3	0.6	5.0	5.2	-6.0	-7.2	7.5
CCn1c(NCc2cc(Cl)ccc2O)nc2ccccc21	6.7	1.6	8.8	5.4	-2.2	2.8	-3.5	-21.1	-15.1
CCOC(=O)c1c(C)[nH]c(C)c1C(=O)COC(=O)CNC(=O)c1ccc(OCC)cc1	-2.7	-3.7	-1.3	-8.2	-28.8	5.9	6.7	-8.8	13.1
Cc1cc(N2CCN(c3nc(-c4ccc([N+](=O)[O-])cc4)cs3)CC2)c2ccccc2n1	-1.1	-6.7	-1.2	-9.7	5.0	-1.8	21.7	-10.1	-1.6
COc1cc(/C=C/C(=O)O)cc(S(=O)(=O)Nc2ccc(S(=O)(=O)N3CCCCC3)cc2)c1OC	nt	-1.9	nt	3.2	nt	0.0	-6.3	nt	-5.5
CCOc1ccc(Br)cc1S(=O)(=O)Nc1cccc(S(=O)(=O)N(C)c2ccccc2)c1	-1.0	-5.6	1.5	-5.9	-15.8	5.5	0.9	-12.4	10.7
CCC[N+](CC#Cc1ccccc1)(CCC)CC(=O)OC	0.9	-11.7	1.5	1.1	-14.7	2.3	-3.6	3.1	-3.8
CCN(CC)C(=O)CSc1ncnc2c1nnn2-c1ccc(OC)cc1	-0.2	1.6	0.8	-1.8	-11.1	nt	3.3	0.4	nt
CC(C)=CCN1CCN(Cc2cc(C(C)C)n[nH]2)CC1CCO (configuration not stated)	-0.2	-4.0	1.0	0.2	-1.2	0.9	0.0	-0.6	-41.1
O=c1c(-c2n[nH]c(=S)n2-c2ccccc2)cccn1Cc1cccc(Cl)c1	1.1	-4.7	0.9	4.5	-3.9	1.6	-3.2	-5.5	3.4
O=C(Cc1ccccc1)Nc1c(Cl)ccc2nsnc12	-0.1	-8.0	-0.5	5.0	-6.2	0.6	-7.8	3.3	3.3
CC1CCc2nc(/C(C#N)=C/c3ccncc3)sc2C1 (configuration not stated)	-1.9	-8.9	2.0	15.2	-28.9	16.7	-9.1	-8.7	-8.5
O=S(=O)(NC1CCN(Cc2ccccc2)CC1)c1ccc(Cl)cc1	3.4	-7.2	2.2	-24.2	-28.3	3.9	51.9*	2.4	-1.3
Cc1ccc(-c2csc(C3=C(O)CN(NC(=O)c4ccco4)C3=N)n2)cc1	0.2	-1.7	15.6	2.9	0.7	6.2	-9.4	-12.0	-32.5
CCOC(=O)C1(Cc2ccccc2C(F)(F)F)CCN(Cc2ccc(COC)o2)CC1	1.8	-10.2	3.5	-9.8	-18.1	10.7	5.3	-6.5	5.3
CCOc1ccccc1N(CC(=O)NC1CCCCC1)C(=O)CCCC(=O)Nc1ccccn1	-1.9	-4.9	-0.8	12.4	-18.4	5.4	-19.2	-7.8	-11.1
CCN(CC)S(=O)(=O)c1cc(C(=O)OCC(=O)c2ccc3c(c2)NC(=O)CO3)ccc1Cl	0.7	-3.6	-0.1	4.3	-2.5	4.4	-3.6	3.3	-2.5
CCOC(=O)Nc1cccc2ccccc12	0.6	1.2	0.0	3.0	-7.0	8.7	-20.2	-8.1	-3.1
C=C(C(=O)c1ccccc1)C(C)C(=C)C(=O)c1ccccc1	-1.7	-7.3	-1.6	-1.2	29.4	-1.9	-3.3	-5.3	0.7
Cc1c(C(=O)N2CCC(C)CC2)sc2ncnc(N(C)c3ccccc3)c12	-1.3	-6.2	-1.4	-4.0	-23.5	3.4	6.2	0.2	24.9
O=C(NCCN1CCOCC1)C(=O)NCC1OCCN1S(=O)(=O)c1ccc(Cl)cc1 (configuration not stated)	nt	-3.9	nt	-2.1	nt	4.9	-1.3	nt	-14.2
COc1ccccc1NC(=O)COC(=O)C1CC2C=CC1C2 (configuration not stated)	-1.4	-6.2	-0.7	4.3	9.6	0.0	-3.9	-4.0	-1.3
COc1cc(/C=C/C(=O)O)cc(S(=O)(=O)Nc2ccc3nc(SC)sc3c2)c1OC	0.6	-4.0	-0.2	-4.0	-2.5	2.0	15.8	-4.1	-7.4

Single entries from the entries so far.
Reading for Cc1ccc(-c2csc(C3=C(O)CN(NC(=O)c4ccco4)C3=N)n2)cc1 in TAAR1 ag: 6.2
Reading for C=C(C(=O)c1ccccc1)C(C)C(=C)C(=O)c1ccccc1 in CHRM1 agonist: -7.3

The listing continues:
SMILES	OXTR ag	CHRM1 agonist	V1R ag counter	M1 PAM	CHO parental Ca	TAAR1 ag	M1 antag	OXTR potentiator	TAAR1 antagonist
CC(=O)c1cc(C#N)c(N2CCN(c3ccccc3)CC2)nc1C	0.3	-2.1	0.8	2.8	-2.3	7.7	-10.6	-3.1	-5.6
COc1ccc(OC)c(CCNC(=O)C(C)n2nc(C)c3c(C)n(-c4ccccc4)nc3c2=O)c1 (configuration not stated)	0.2	-4.7	1.5	5.9	-22.6	-0.9	-11.1	-6.5	-15.3
O=C1/C(=C/c2ccncc2)CCc2ccccc21	-3.2	-3.7	-1.7	5.8	-24.1	1.7	-10.1	-1.6	-4.1
COc1cccc(CN2CCNC(=O)C2CC(=O)NCCN2CCOCC2)c1OC (configuration not stated)	-0.5	-3.4	-0.2	3.7	-2.9	0.1	-1.7	-2.9	-18.5
Cn1c(Cc2ccccc2)nnc1SCC(=O)Nc1ccc2c(c1)OCCO2	0.2	-7.7	-0.4	11.7	-15.7	nt	-14.5	1.9	nt
COc1ccc(N2CCN(S(=O)(=O)c3ccc(Cl)s3)CC2)cc1	-1.4	-5.0	-0.4	6.4	0.3	1.8	-5.6	-4.4	-15.3
CCOC(=O)Cn1nnc(-c2ccc(OCC(C)C)cc2)n1	1.2	-3.2	0.8	-0.9	-4.1	13.2	-0.9	1.8	4.7
CC(=O)Nc1ccc(NC(=O)COC(=O)c2ccc(Cl)nc2)cc1	nt	-1.8	nt	3.5	nt	2.6	-10.2	nt	0.4
O=C(OCC(=O)c1ccc(Br)s1)c1ccc(O)cc1	3.5	0.1	4.7	2.6	1.7	13.8	-3.8	-8.7	3.2
C=CCNC(=O)/C(=C/c1cccc([N+](=O)[O-])c1)NC(=O)c1ccco1	0.3	-3.6	-1.0	11.7	-2.0	-0.8	-11.8	-15.0	-32.5
Cc1ccc(S(=O)(=O)CC(=O)Nc2nc(-c3ccccc3)cs2)cc1	-0.2	-2.3	1.8	1.0	-9.4	8.8	-4.9	-5.8	18.8
CCn1ncc(Cl)c1C(=O)Nc1cc(Cl)ccc1Cl	-0.8	-7.0	-1.2	2.6	-24.9	10.2	-10.0	-5.8	10.6
O=S(=O)(c1ccc(N2CCN(CCO)CC2)nc1)N1CCOCC1	0.8	-0.7	-0.1	9.4	5.5	0.9	-18.0	-11.5	12.5
COc1ccc(CCN2CC(C(=O)N(C)Cc3c(C)n[nH]c3C)CCC2=O)cc1 (configuration not stated)	nt	-1.1	nt	3.7	nt	0.5	-3.5	nt	-2.5
COC(=O)c1ccc2nc(C3CCCCC3)c(CC(C)(C)C)n2c1	nt	-4.7	nt	-3.4	nt	0.3	-18.2	nt	-23.3
COc1ccc(C=NCCCN2CCOCC2)cc1	-0.8	-4.2	-0.2	0.8	-8.7	3.0	-4.1	-11.6	-0.5
